High-throughput results from PubChem.
WRN inhibitor – blocks human WRN helicase. Q14191. WRN helicase unwinding, fluorescent forked duplex, kinetic. Potency, µM (doses to about 114 µM), for inactives: at the top dose activity change, negative = inhibition, usual class: inhibitors. hit rate 0.46% among 360,000. AID 651768; note: potency is the fitted concentration of half-maximal effect; % is set by controls: 0 for no effect and ±100 for the full control effect; nearly all actives have a fitted effect of over 55% in size
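Kinetic red-fluorescence monitoring (525/598 nm) tracks WRN helicase activity after 100 nM fluorophore-quencher forked duplex and 2 mM ATP are added to 20 nM enzyme pretreated 15 min at room temperature with compound.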
EPAC1 agonist – activates human EPAC1 exchange factor. O95398. EPAC1 agonist qHTS, biochemical assay; response scale: 100% = response to 6.5 mM cAMP. Potency, µM (titrated, usually from 154 µM), for the others: at the top dose activation, usual class: activators. hit rate 0.073% among 360,000. AID 720707; note: potency is the fitted concentration of half-maximal effect; nearly all actives have a fitted effect of over 60% in size
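Nucleotide exchange by EPAC1 (100 nM) on Rap1B–BODIPY-GDP (250 nM) in the presence of 50 uM GDP is tracked fluorescently at 480/540 nm over 30 min. Signals are normalized to a 6.5 mM cAMP control.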
Mm-Cpn inhibitor – M. maripaludis TRiC chaperonin inhibition; purified Mm-Cpn ATPase, ADP Transcreener TR-FRET; Potency, µM (doses to about 76.9 µM), for the others: at the highest dose activity, negative = inhibition, usual class: inhibitors; hit rate 0.031% among 330,000; note: potency is the fitted concentration of half-maximal effect; % is set by controls: 0 for no effect and ±100 for the full control effect; nearly all actives have a fitted effect of over 80% in size
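Reaction buffer contained 30 mM Tris pH 7.4, 100 mM KCl, 5 mM MgCl2 and 1 mM DTT. Mm-CPN (25 nM final) hydrolysed 10 uM ATP over 30 min at 37°C; ADP was read by HTRF.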
PI5P4K alpha inh – inhibitors of human PI5P4K alpha; max response, %; P48426; hit rate 1.2% among 330,000; PI5P4Kalpha enzyme, ADP-Glo luminescence, 60 min; stronger effect = lower value; active = max response of -50% or lower; inconclusive = between -30% and -50%; inactive = -30% or higher; note: value at the top dose of about 77 µM; % is set by controls: 0 for no effect and ±100 for the full control effect
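Quantitative HTS of the MLSMR library against PI5P4Kalpha with substrate. ATP added last at 5 microM final; room temperature, 60 minutes. Remaining ATP depleted, ADP converted and read as luminescence.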
EPAC2 antagonist – EPAC2 (human) antagonism. EPAC2 GEF exchange of Rap1B-BODIPY-GDP, fluorescence. Q8WZA2. AID 720708. Potency, µM (series often up to 114 µM), without a hit: top-dose activity, negative = inhibition, most hits filed as inhibitors. hit rate 0.18% among 360,000; note: potency is the fitted concentration of half-maximal effect; % is set by controls: 0 for no effect and ±100 for the full control effect; nearly all actives have a fitted effect of over 45% in size; many of its hits are not listed in these tables
Target sequence (Q8WZA2 whole entry, looked up): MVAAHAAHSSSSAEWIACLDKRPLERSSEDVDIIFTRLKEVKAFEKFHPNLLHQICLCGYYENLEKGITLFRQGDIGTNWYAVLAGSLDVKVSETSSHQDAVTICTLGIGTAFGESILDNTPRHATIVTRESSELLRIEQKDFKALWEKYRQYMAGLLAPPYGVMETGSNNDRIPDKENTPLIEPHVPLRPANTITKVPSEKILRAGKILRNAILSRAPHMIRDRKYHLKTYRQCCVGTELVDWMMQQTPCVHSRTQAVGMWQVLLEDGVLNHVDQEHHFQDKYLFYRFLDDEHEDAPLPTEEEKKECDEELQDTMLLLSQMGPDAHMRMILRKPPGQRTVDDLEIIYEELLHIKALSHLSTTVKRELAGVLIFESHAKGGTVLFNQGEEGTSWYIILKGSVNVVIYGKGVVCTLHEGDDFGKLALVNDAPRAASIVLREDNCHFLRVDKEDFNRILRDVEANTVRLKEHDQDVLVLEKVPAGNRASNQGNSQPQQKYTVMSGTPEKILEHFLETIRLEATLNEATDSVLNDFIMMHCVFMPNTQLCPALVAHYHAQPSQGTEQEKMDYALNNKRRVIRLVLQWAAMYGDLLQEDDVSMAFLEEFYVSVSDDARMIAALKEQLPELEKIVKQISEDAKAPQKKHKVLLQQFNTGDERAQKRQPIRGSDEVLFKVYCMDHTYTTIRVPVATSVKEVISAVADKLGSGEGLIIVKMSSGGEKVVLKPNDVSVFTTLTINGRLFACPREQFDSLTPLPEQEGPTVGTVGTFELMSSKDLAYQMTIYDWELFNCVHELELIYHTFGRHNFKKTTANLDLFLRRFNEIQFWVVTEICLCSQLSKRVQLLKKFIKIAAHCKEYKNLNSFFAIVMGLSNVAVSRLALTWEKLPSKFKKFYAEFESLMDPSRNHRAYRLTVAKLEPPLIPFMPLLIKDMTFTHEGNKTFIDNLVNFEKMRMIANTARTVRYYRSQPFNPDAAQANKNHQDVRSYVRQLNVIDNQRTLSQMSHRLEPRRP
PLK1 PBD inh – PLK1 (human) polo-box domain binding inhibition. Plk1 PBD binding of FITC phosphopeptide, fluorescence polarization. Potency, µM, for inactives: max response, negative = inhibition, usual class: inhibitors. hit rate 2.8% among 360,000; note: potency is the fitted concentration of half-maximal effect; series mostly up to about 57 µM; % is set by controls: 0 for no effect and ±100 for the full control effect; nearly all actives have a fitted effect of over 65% in size
CCT chaperon mod – modulators of cytosolic chaperonin (CCT/TRiC) activity; purified chaperonin ATPase assay, HTRF ADP detection, 30 min; activity change, % (no concentration beside the values), hits read low; hit rate 0.3% among 360,000; in the data active = activity change below about -30%; note: % is set by controls: 0 for no effect and ±100 for the full control effect
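TRiC at 40 or 20 nM final (batch-dependent) in 30 mM Tris pH 7.4, 100 mM KCl, 5 mM MgCl2, 1 mM DTT, with compound at single 76 uM and 10 uM ATP, 30 min at 37 deg C. ADP detected by HTRF Transcreener, 665/615 ratio.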
EPAC1 antag – EPAC1 (human) antagonism. EPAC1 GEF assay, Rap1b-BODIPY-GDP exchange fluorescence. Potency, µM (series often up to 115 µM), inactives show at the highest dose activity change, negative = inhibition, usual class: inhibitors. hit rate 0.14% among 360,000;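 note: potency is the fitted concentration of half-maximal effect; plate controls were vehicle for no effect and positive control for full effect; nearly all actives have a fitted effect of over 50% in size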
Numbers without * were called inactive; ? = inconclusive; . = no result given; & = joins results of further samples; [ ] = another dose, or the depositor's remark. Unless noted, calls come from the whole dose curve; as a rule, active = well fitted curve in the direction sought with a large enough effect; inconclusive = small, poorly fitted or top-dose-only effect, or another doubt; inactive = no such curve, though single readings can be large; an effect the other way counts as inactive or inconclusive. The list is partial; rates above refer to the full screens.

Order of values: WRN inhibitor | EPAC1 agonist | Mm-Cpn inhibitor | PI5P4K alpha inh | EPAC2 antagonist | PLK1 PBD inh | CCT chaperon mod | EPAC1 antag
Cc1cc(NCc2ccccc2)nc(N2CCOCC2)n1
→ -1% | -11% | -1% | 5 | 1% | 2% | -3.5 | 6%
O=C(NC(=S)N1CCCC(C(F)(F)F)C1)c1ccc(F)cc1 (stereo not drawn)
→ 10% | 1% | -1% | 1 | -8% | -17% | -0.2 | 7%
O=C(Nc1nncs1)c1cccc(S(=O)(=O)N2CCOCC2)c1
→ 0% | 4% | 2% | 0 | -5%[57.1 µM] | -3% | -1.2 | -5%
Cc1ccc(N2C(=O)[C@@H]3C(C(=O)CN4C(=O)c5ccccc5C4=O)=NN[C@@H]3C2=O)c(C)c1
→ -2% | 2% | 0% | -1 | -2% | 2% | 0.4 | 1%
COc1ccc(CN(C)CCc2ccccn2)c(OC)c1OC
→ 10% | -2% | -2% | -4 | -6%[57.1 µM] | -7% | -1.1 | 4%
CCOCCCNC(=O)C(c1ccc(C)cc1)N(Cc1cccs1)C(=O)CNC(C)=O (stereo not drawn)
→ 0% | -4% | 0% | 1 | -12% | 1% | 0.1 | 4%
COc1cccc(-c2ccc3ncnc(N(C)Cc4ccco4)c3c2)c1
→ . | 5% | -2%&-2% | . | 32µM* | . | . | -12%
COc1ccccc1OCC(=O)N1CCCC(Nc2ccc(F)c(F)c2)C1 (stereo not drawn)
→ -21% | 0% | 2% | 4 | 1% | -3% | -2.4 | 7%
COc1cc(/C=C2/SC(=S)NC2=O)ccc1OS(=O)(=O)c1ccc(C)cc1
→ ? | 10% | 0% | -85* | 40µM* | 9.5µM* | 3.3 | 45µM*
NC(=O)C1CCN(C(=O)CCn2c(=O)oc3ccccc32)CC1
→ -2% | 8% | 0% | 0 | 12% | -3% | -0.7 | -4%
Cc1nnsc1NC(=O)OCC(C)C
→ 2% | -4% | 2% | -2 | -1% | 2% | -4.9 | 11%
CSc1ccccc1OCc1cc(C(=O)N2CCCC2c2nonc2C)no1 (stereo not drawn)
→ -10% | 14% | 3% | 2 | -6% | -12% | 0.4 | ?
COc1ccc(NS(=O)(=O)c2cccc(C(=O)O)c2)cc1S(=O)(=O)N1CCCCC1
→ 9% | 6% | 2% | 6 | 2% | -19% | -0.2 | -19%
Cn1cccc1/C=C1\SC(=S)N(NC(=O)c2ccc(Cl)cc2)C1=O
→ -30% | 26% | 0% | -2 | 10% | 29% | -8.7 | -12%
CC(Oc1ccc(Br)cc1)C(=O)Nc1ccc(S(=O)(=O)Nc2nccs2)cc1 (stereo not drawn)
→ 1% | 12% | 2% | 8 | -29% | -16% | 0.1 | 9%
COc1ccc(-c2nc(CS(=O)CC(=O)NCCN3CCCCC3C)c(C)o2)cc1OC (stereo not drawn)
→ 4% | 1% | 1% | 1 | -1% | -19% | -2.4 | 4%
O=C(CCN1C(=O)C2C3C=CC(C3)C2C1=O)Nc1nccs1 (stereo not drawn)
→ 13% | -7% | -1% | -7 | 10% | 30µM* | 0.3 | 9%
COc1cc(/C=C2\SC(=S)N(NC(=O)c3ccc(O)cc3)C2=O)ccc1O
→ 28µM* | 5% | -8% | -22 | ? | 42%[activator] | 0.9 | ?
COc1ccc2nc(N(CCN(C)C)C(=O)/C=C/c3cccs3)sc2c1
→ -7% | 2% | -1% | -5 | 4% | 0% | -0.4 | -14%
Cn1c(N)c(C(=O)COC(=O)CCC2CCCC2)c(=O)n(C)c1=O
→ -4% | -13% | 0% | 1 | -5% | -1% | 0.9 | -3%

Full records, looked up by structure. Order of screens: WRN inhibitor | EPAC1 agonist | Mm-Cpn inhibitor | PI5P4K alpha inh | EPAC2 antagonist | PLK1 PBD inh | CCT chaperon mod | EPAC1 antag
`Cc1cc(NCc2ccccc2)nc(N2CCOCC2)n1` is listed as -1% | -11% | -1% | 5 | 1% | 2% | -3.5 | 6%
`COc1cc(/C=C2/SC(=S)NC2=O)ccc1OS(=O)(=O)c1ccc(C)cc1` is listed as ? | 10% | 0% | -85* | 40µM* | 9.5µM* | 3.3 | 45µM*

New compounds follow:
Order of values: WRN inhibitor | EPAC1 agonist | Mm-Cpn inhibitor | PI5P4K alpha inh | EPAC2 antagonist | PLK1 PBD inh | CCT chaperon mod | EPAC1 antag
CC(=NNC(=S)N1CCCCCC1)c1cccc2cccnc12
→ -7% | -4% | . | 0 | -2% | -18% | -0.5 | 7%
COCCNC(=O)[C@H](CSCc1ccccc1)N1Cc2ccccc2C1=O
→ 0% | 4% | 4% | 7 | 0% | -8% | -1.3 | 2%
Cc1cccc(-n2ncc3c2CCCC3NC(=O)c2ccncc2)c1C (stereo not drawn)
→ 1% | -9% | . | -9 | 7% | -24% | -0.3 | -2%
O=C(CN1CCN(c2cccc(C(F)(F)F)c2)CC1)Nc1ccc2c(c1)OCCCO2
→ -5% | -8% | . | 20 | -13% | 6% | 0.0 | -2%
Nc1nc(SCC(=O)N2CCc3ccccc32)[nH]c(=O)c1-c1ccccc1
→ -6% | -7% | 0% | . | 6% | -11% | 1.1 | 2%
CCCN(C(=O)C1=COCCO1)c1c(N)n(Cc2ccccc2)c(=O)[nH]c1=O
→ -34% | 11% | 1% | -1 | -2% | -10% | -6.7 | 6%
Cc1ccc(N(CC(=O)N2CCCC2)S(C)(=O)=O)c(C)c1
→ 8% | -9% | 0% | -7 | 18% | 9% | -0.8 | -6%
COC(=O)c1ccccc1NC(=S)N1CCN(c2ccccc2)CC1
→ -1% | 7% | 2% | 0 | -3% | 5% | -3.7 | -7%
CC(=O)Nc1ccc(S(=O)(=O)N(C)CC(=O)OCC(=O)c2cc(C)n(-c3ccc4c(c3)OCO4)c2C)cc1
→ -9% | 11% | 1% | -6 | 1% | -3% | 0.3 | -2%
COc1ccc(S(=O)(=O)N(CC(=O)NC2CC2)c2ccc(C)cc2)cc1
→ -5% | -10% | 1% | 0 | 2% | 0% | 0.1 | -13%
COc1ccc(Cn2nnnc2CN2CCCCCC2)cc1
→ 7% | -6% | 1% | 2 | 2% | -29% | 1.9 | 12%
CC(Nc1[nH]c(=O)n(C)c(=O)c1N=O)c1ccccc1 (stereo not drawn)
→ -28% | 1% | 1% | -26 | 0% | -6% | 0.2 | 0%
O=C(CCSCc1ccccc1F)NCc1cccnc1
→ -5% | 6% | 0% | -3 | 0% | -12% | -3.2 | 3%
O=C(Nc1cccc(S(=O)(=O)N2CCOCC2)c1)c1ccc(N2CCOCC2)c([N+](=O)[O-])c1
→ -15% | 0% | -5% | 9 | -15% | -8% | 0.9 | -30%
CCCOc1cc(N(CC)CC)ccc1/C=C(/C#N)c1nc2ccc(C)cc2[nH]1
→ -15% | ? | 3% | 3 | 12% | 20% | -2.1 | 9%
Cc1ccccc1C(=O)NCC(=O)Nc1ccccc1C(F)(F)F
→ -1% | -4% | 0% | 2 | 2% | -2% | -0.6 | 12%
O=C(C1CCN(S(=O)(=O)c2c(Cl)cccc2Cl)CC1)N1CCCC1
→ -19% | 3% | 1% | -13 | 38%[activator] | -1% | -2.3 | 6%
CCc1ccc(/C(C)=N/NS(=O)(=O)c2ccc(OC)cc2)s1
→ 2% | 5% | -2% | 18 | -4% | 2% | 0.1 | 15%
CCOC(=O)c1cc(-c2ccccc2)n(CCC(=O)NC(C)CC)c1C (stereo not drawn)
→ -10% | 5% | -3% | . | -5% | 1% | -0.2 | -7%
CC(C)(C)CC(=O)Nc1nnc(SCC(=O)NC2CCCCC2)s1
→ -30% | -11% | 1% | 1 | -6% | -1% | 0.7 | ?
COc1ccccc1C(=O)COC(=O)c1nc2nc(C)cc(C)n2n1
→ -9% | 0% | -1% | 8 | -4% | 3% | -2.1 | 7%
O=C(NCc1ccccn1)c1ccc(Cl)cc1Cl
→ 0% | 10% | -1% | . | 0% | -7% | -4.8 | 0%
CCC(C)NC(=O)C1CCN(S(=O)(=O)c2ccc3[nH]c(=O)ccc3c2)CC1 (stereo not drawn)
→ -6% | -7% | 1% | -2 | 0% | -15% | 0.6 | -18%
N/C(=N\O)c1ccc(Cl)cc1Cl
→ 4% | 7% | 0% | -2 | 4% | -7% | 0.3 | -25%
COc1ccc([C@H]2/C=C\CN(C(=O)[C@H](Cc3ccccc3)NC(=O)OCC3c4ccccc4-c4ccccc43)CC(=O)N2Cc2ccc(F)cc2)cc1
→ 0% | 1% | . | 1 | -17% | -1% | -2.4 | 4%
COc1ccc(C(=O)CCC(=O)NCc2cc(OC)cc(OC)c2)cc1
→ 5%[57.1 µM] | -9% | 0% | -2 | 4% | 3% | -0.4 | 12%
CC(=O)c1ccc(OCc2cc(C(=O)NC(C)CCn3cccn3)no2)cc1 (stereo not drawn)
→ -12% | -2% | 0% | 9 | 13% | 4% | -1.2 | 6%
CN(Cc1cnccn1)C(=O)C1CCC(=O)N(CCc2ccccc2)C1 (stereo not drawn)
→ -4% | -4% | 1% | 4 | 4% | 1% | 1.4 | -5%
CC(=O)Nc1cccc(NC(=S)Nc2ccc(F)c(Cl)c2)c1
→ -7% | 2% | 0% | -9 | -4% | 30µM* | 1.0 | ?
Cc1c(C#N)c(O)n(CCO)c(=O)c1N=Nc1ccc2c(c1)COC2=O
→ ? | -4% | 0% | -22 | -12% | -7% | -2.7 | ?
CC1(C(=O)NS(=O)(=O)c2ccc3c(c2)CCO3)CCN1C(=O)CCc1ccc(Cl)cc1Cl (stereo not drawn)
→ 4% | 3% | . | -8 | 10% | -15% | -1.6 | -22%
CC(=O)Nc1ccc(S(=O)(=O)N(C)CC(=O)OCC(=O)NNC(=O)c2ccccc2F)cc1
→ 6% | -2% | -5% | -6 | 10% | -6% | -6.6 | -8%
O=C(NCc1ccccc1)C1=C[C@@H](c2ccc(C(F)(F)F)cc2)C[C@@H](OCCCCO)O1
→ -3% | -11% | . | -19 | -15% | -8% | -0.6 | -30%
Cc1ccc(C(=O)NCc2ccc3c(c2)OCO3)cc1S(=O)(=O)N1CCOCC1
→ -9% | 11% | 1% | . | 4% | -3% | -0.1 | 0%
CCOCC(=O)Nc1cc(OC)c(Cl)cc1OC
→ 6%[57.1 µM] | -3% | 2% | -3 | 4% | -6% | 0.8 | 4%
Cc1ccc(C(=O)NNC(=O)c2ccc(SCC3CCCO3)c([N+](=O)[O-])c2)cc1 (stereo not drawn)
→ -12% | 3% | 3% | . | 11% | 0% | 1.8 | -3%
CCCOc1cccc(C(=O)NC(=S)Nc2cccc(C(F)(F)F)c2)c1
→ -13%[57.1 µM] | -24% | 1% | . | -13% | -3% | 1.4 | -14%
